UHRF1 binding = human UHRF1 methylated DNA binding inhibitors; UHRF1 binding to methylated oligo, TR-FRET; inhibition, % at 4.4 µM; AID 687016; hit rate 0.75% among 370,000; in the data active means inhibition above about 21%;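 further: UHRF1 SRA domain binding a hemimethylated CpG hairpin DNA probe; 0% = median of test compound wells and 100% = reference inhibitor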
GC-B act = GC-B (human) receptor activation; P20594; HEK293-GC-B cells, CNP EC30, cGMP TR-FRET; 0% at EC30 CNP, 100% saturating CNP; activation, % at 10 µM; hit rate 0.11% among 370,000;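 active means activation at 10 µM reaching about 35% in either raw or pattern-adjusted values, limit read from the data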
GC-A act = GC-A (human) enzyme activation | HEK293 GC-A cells, cGMP TR-FRET, EC30 ANP; 0% at EC30 ANP, 100% saturating ANP | activation, % at 10 µM | hit rate 0.14% among 370,000 | AID 1671463; in the data active means activation above about 40%
rCAG RNA binder = r(CAG) repeat RNA binding. TO-PRO-1 dye displacement fluorescence. inhibition, % at 3 µM. hit rate 1.3% among 370,000. AID 651821;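 active means inhibition above the plate cutoff, the mean of all test compounds on that plate plus 3 SD, cut at about 35% in these data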;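 further: 0% = DMSO alone and 100% = 100 µM mitoxantrone as full dye displacement; higher means more dye released from RNA so lower well fluorescence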
HTRA1 inh = inhibitors of human serine peptidase HTRA1; Q92743; recombinant HTRA1, FP-rhodamine activity-based probe, fluorescence polarization; inhibition, % at 5.96 µM; hit rate 0.5% among 340,000; in the data active means inhibition above about 36%;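 further: 0% = enzyme with DMSO and 100% = wells lacking enzyme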
MBD2 inh = blocks human MBD2 binding to methylated DNA | Q9UBB5 | TR-FRET, MBD2 binding to methylated oligonucleotide | inhibition, % at 4.4 µM | hit rate 0.31% among 370,000 | AID 686964; in the data active means inhibition above about 13%
TCR CD3 inh = human TCR-CD3 binding inhibition | hit rate 0.37% among 360,000 | TAMRA-labeled TCR probe fluorescence, biochemical | inhibition, % at 9.4 µM; in the data active means inhibition above about 19%;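 further: recombinant mutant TCR 2C K166C tagged with TAMRA read by polarization; 0% = receptor in buffer alone and 100% = receptor with positive control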
mABHD4 FP = ABHD4 (mouse) inhibition, primary FP screen; AID 720543; hit rate 0.54% among 370,000; Q8VD66; inhibition, % at 8.92 µM; purified mABHD4, FP-Rh probe fluorescence polarization;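 active means inhibition exceeding the mean over every tested compound plus 3 SD, cut at about 30% in these data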;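 further: 0% = plate median of compound wells and 100% = S159A mutant with DMSO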
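Test system: mouse ABHD4 enzyme, wild type. Reagent: FP-Rh fluorescent activity-based probe, added after compound pre-incubation. Timing: pre-incubation 45 min, probe exposure 60 min, at 25 °C. Technique: FP readout, ex 525 nm / em 598 nm. Benchmarks: high control S159A mutant with DMSO, low control median of compound wells.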
PRMT1 FP inh = PRMT1 (human) inhibition, primary screen; AID 652257; recombinant PRMT1, activity-based probe fluorescence polarization; inhibition, % at 2.79 µM; hit rate 1.3% among 370,000; Q99873;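 active means inhibition above about 21% made by adding two undisclosed values, limit read from the data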
Target sequence (Q99873 whole entry, looked up): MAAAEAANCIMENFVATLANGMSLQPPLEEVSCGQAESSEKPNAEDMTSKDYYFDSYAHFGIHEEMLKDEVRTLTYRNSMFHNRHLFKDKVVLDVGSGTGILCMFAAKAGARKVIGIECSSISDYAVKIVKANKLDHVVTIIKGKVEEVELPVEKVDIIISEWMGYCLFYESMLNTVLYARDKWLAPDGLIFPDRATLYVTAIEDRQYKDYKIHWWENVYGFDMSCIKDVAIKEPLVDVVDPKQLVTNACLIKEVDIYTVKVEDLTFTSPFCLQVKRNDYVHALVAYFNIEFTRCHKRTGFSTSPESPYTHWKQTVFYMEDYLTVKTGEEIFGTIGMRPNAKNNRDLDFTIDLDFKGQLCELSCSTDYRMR
SIAE inh = blocks human sialic acid acetylesterase; AID 1053197; Q9HAT2; hit rate 0.69% among 370,000; inhibition, % at 9.66 µM; SIAE FP-Rh probe binding, fluorescence polarization;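 active means inhibition above a cutoff: mean of compounds within the control limits plus 3 SD of those, cut at about 17% in these data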;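 further: 0% = plate median of compound wells and 100% = probe without SIAE protein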
Target sequence (Q9HAT2 whole entry, looked up): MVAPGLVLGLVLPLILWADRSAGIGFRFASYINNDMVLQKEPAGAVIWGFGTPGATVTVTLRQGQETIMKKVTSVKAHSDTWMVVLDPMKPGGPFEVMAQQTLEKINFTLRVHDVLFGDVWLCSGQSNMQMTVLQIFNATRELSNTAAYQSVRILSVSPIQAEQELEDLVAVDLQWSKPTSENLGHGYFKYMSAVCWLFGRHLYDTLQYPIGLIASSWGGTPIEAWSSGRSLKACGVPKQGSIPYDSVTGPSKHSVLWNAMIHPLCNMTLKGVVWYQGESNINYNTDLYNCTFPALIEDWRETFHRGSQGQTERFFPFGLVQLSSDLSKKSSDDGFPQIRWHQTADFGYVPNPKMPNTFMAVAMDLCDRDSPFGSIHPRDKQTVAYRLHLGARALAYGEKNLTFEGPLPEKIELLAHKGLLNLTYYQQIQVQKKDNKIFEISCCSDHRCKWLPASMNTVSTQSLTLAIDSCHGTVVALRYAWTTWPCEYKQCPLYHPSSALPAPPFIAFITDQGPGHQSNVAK
Numbers without * were called inactive; nt = no result given. This is a subset, so the mix of outcomes need not match the whole.

SMILES	UHRF1 binding	GC-B act	GC-A act	rCAG RNA binder	HTRA1 inh	MBD2 inh	TCR CD3 inh	mABHD4 FP	PRMT1 FP inh	SIAE inh
O=C(Nc1ccon1)C(Sc1ccccc1)c1ccccc1 (stereo unspecified)	3	-5	-6	-2	-18	3	3	-4	-2	0
CCC(=O)Nc1ccc2c(c1)ncn2-c1ccccc1	5	-3	-1	-2	-7	3	4	-1	-1	-4
CCCCN1CCC(=O)C(C(=O)OCC)=C1C(=O)OCC	2	-4	2	-2	-6	3	-3	2	1	4
CCOc1ccc(NC(=S)Nc2ccc(OCc3ccccc3)cc2)cc1	-3	2	3	0	-8	-1	-2	8	-4	6
O=C(CSc1nnc(-c2ccccc2)n1-c1ccc(Cl)cc1)NNC(=S)Nc1ccccc1	-3	-2	-2	23	11	3	2	15	2	0
COc1ccccc1CNC(=O)C1=C(C)C(=O)OC12CCC(C)CC2 (stereo unspecified)	0	-5	-4	3	0	1	5	5	-1	4
O=C(CSc1nc2ccccc2[nH]1)Nc1ccc2c(c1)CCC2	8	-2	-3	10	-19	1	-7	-24	4	-9
O=C(Cn1nc(-c2ccco2)ccc1=O)Nc1ccc(Br)cc1	0	-3	4	33	-6	-5	8	-10	21	-25
Cc1ccc(C(=O)NCC(=O)N2CCc3ccccc3C2)cc1C	-2	2	3	-3	-3	-1	0	3	1	-6
O=C(CNC(=O)c1ccncc1)N/N=C/c1ccccn1	9	-4	0	1	-1	-2	3	-7	-1	0
O=C(NC1CCCCCC1)C1CCCN(S(=O)(=O)c2cnc[nH]2)C1 (stereo unspecified)	4	0	1	-1	1	3	-6	-5	6	2
CC12CC(NC(=O)N1c1cccc(C(=O)NCc3ccccn3)c1)c1ccccc1O2 (stereo unspecified)	-1	0	3	-4	-1	3	-4	-9	-3	1
S=c1[nH]nc(-c2cc3c(s2)-c2ccccc2CC3)o1	-3	-2	25	48*	-8	-5	6	11	22*	-32
Cc1ccc(Oc2nc(-c3ccccc3)ncc2S(=O)(=O)c2ccc(C)cc2)cc1	0	0	6	5	4	-5	5	6	-1	9
O=C(COc1ccc2ccccc2c1)NNC(=O)c1cnccn1	3	4	-1	-1	8	4	-9	1	0	-9
Nc1cc(=O)[nH]c(SCC(=O)c2ccc(F)cc2)n1	1	2	1	4	-4	2	4	0	1	0
O=C(NCc1ccccc1C(F)(F)F)c1cccc2c1C(=O)c1ccc(N3CCC(N4CCCCC4)CC3)cc1S2(=O)=O	-9	5	3	9	-3	-4	1	-7	10	-16
CCOC(=O)C1CCCN(C(=S)Nc2cccc(Cl)c2)C1 (stereo unspecified)	1	-3	-3	0	-2	-1	10	-4	-3	1
CCCNC(=O)Nc1ccc(C(F)(F)F)cc1	2	-5	3	2	-4	-5	4	-1	-3	4
CC(=O)C1=C(C)OC(N)=C(C#N)C1c1cccc([N+](=O)[O-])c1 (stereo unspecified)	-3	5	0	1	8	-4	4	5	2	0
O=C(c1cc2ccccc2c(=O)o1)N1CCc2ccccc2C1	-1	2	-2	-1	5	0	0	-4	4	-2
CC1CCN(CCCCOc2ccccc2Br)CC1	4	0	-4	-2	-3	4	-1	6	2	-5
O=C(COC(=O)c1cc(S(=O)(=O)N2CCOCC2)ccc1F)Nc1cc([N+](=O)[O-])ccc1F	-1	18	10	5	-6	0	5	-3	-2	-8
CC1=NN(C(=O)c2ccccc2F)C(O)(c2ccc(Cl)cc2)C1 (stereo unspecified)	1	3	4	-3	22	-1	23*	0	3	-4

Profiles, looked up by structure.
O=C(NCc1ccccc1C(F)(F)F)c1cccc2c1C(=O)c1ccc(N3CCC(N4CCCCC4)CC3)cc1S2(=O)=O reads UHRF1 binding = -9; GC-B act = 5; GC-A act = 3; rCAG RNA binder = 9; HTRA1 inh = -3; MBD2 inh = -4; TCR CD3 inh = 1; mABHD4 FP = -7; PRMT1 FP inh = 10; SIAE inh = -16
O=C(COc1ccc2ccccc2c1)NNC(=O)c1cnccn1 reads UHRF1 binding = 3; GC-B act = 4; GC-A act = -1; rCAG RNA binder = -1; HTRA1 inh = 8; MBD2 inh = 4; TCR CD3 inh = -9; mABHD4 FP = 1; PRMT1 FP inh = 0; SIAE inh = -9

(more compounds)
SMILES	UHRF1 binding	GC-B act	GC-A act	rCAG RNA binder	HTRA1 inh	MBD2 inh	TCR CD3 inh	mABHD4 FP	PRMT1 FP inh	SIAE inh
COC(=O)c1ccc(NS(=O)(=O)c2ccccc2)o1	2	4	-1	5	0	-3	5	1	-1	-2
COc1ccc(CCNC(=O)Cc2ccc(OC)c(OC)c2)cc1OC	0	-4	3	-1	0	-1	0	-5	0	4
O=C1CCC(=O)c2ccc3c4c(ccc1c24)CC3	66*	-1	-7	49*	1	36*	34*	28	27*	19*
COC(=O)CNC(=O)c1ccc(=O)oc1	8	1	1	-2	8	1	3	4	6	-2
O=C(Nc1cccc(NC(=O)c2cccs2)c1)c1ccc([N+](=O)[O-])o1	-1	3	0	2	-4	-5	0	1	-2	-3
Cc1ccc(-n2nc(C)c3onc(C)c3c2=O)cc1	-3	-1	4	-1	8	2	-6	3	-7	4
COc1ccc(Br)cc1CNC(=O)CCC(=O)N1CCSc2ccccc21	-2	-6	-8	2	-5	2	-5	-5	-1	-5
CCOC(=O)Nc1cc(N)ncn1	0	2	1	1	-3	9	-4	8	5	7
Cc1cc(C)[n+](-c2ccc(F)cc2)c2[nH]c(=O)[nH]c(=O)c12	3	3	1	-2	-5	5	-5	12	3	-5
COc1cccc(NC2=C(C#N)C(=O)NC(c3cccc(OC)c3O)S2)c1 (stereo unspecified)	1	-5	-1	7	12	2	-7	15	3	0
O=[N+]([O-])c1cc2c(cc1Br)-c1ccccc1C2	-6	18	5	6	-11	0	3	1	38*	5
COc1cccc(C(=O)Nc2ccc3c(c2)OCO3)c1OC	0	0	-4	-2	1	6	-5	0	0	1

Some of these compounds in order of heavy-atom count, largest number first.
SMILES	UHRF1 binding	GC-B act	GC-A act	rCAG RNA binder	HTRA1 inh	MBD2 inh	TCR CD3 inh	mABHD4 FP	PRMT1 FP inh	SIAE inh
O=C(Nc1cccc(NC(=O)c2cccs2)c1)c1ccc([N+](=O)[O-])o1	-1	3	0	2	-4	-5	0	1	-2	-3
COc1cccc(C(=O)Nc2ccc3c(c2)OCO3)c1OC	0	0	-4	-2	1	6	-5	0	0	1
O=C1CCC(=O)c2ccc3c4c(ccc1c24)CC3	66*	-1	-7	49*	1	36*	34*	28	27*	19*

Other entries
SMILES	UHRF1 binding	GC-B act	GC-A act	rCAG RNA binder	HTRA1 inh	MBD2 inh	TCR CD3 inh	mABHD4 FP	PRMT1 FP inh	SIAE inh
O=C1NC[C@@H](CCCCN2C[C@H](Cc3ccc(O)cc3)N(CCc3ccc(O)cc3)C(=O)C2=O)N(Cc2ccccc2)C1=O	18	11	4	7	nt	2	-6	10	1	5
COc1ccccc1NS(=O)(=O)c1cccc(C(=O)NNC(=O)C(NC(N)=O)C(C)C)c1 (stereo unspecified)	5	2	2	2	2	-3	-13	-11	0	-2
Cc1c(NC(=O)CSc2nnnn2Cc2ccccc2)c(=O)n(-c2ccccc2)n1C	6	-1	-4	-1	0	8	6	-10	0	1
Nc1nc(SCc2c(F)cccc2Cl)[nH]c(=O)c1-c1ccccc1	0	-6	2	7	1	1	-1	11	0	-1
COc1ccc(CCN(Cc2cc3cc(C)ccc3[nH]c2=O)C(=O)N2CCCC2)cc1OC	-2	nt	nt	-6	-2	-6	8	3	0	1
CCn1c(SCC(=O)NC2CCCC2)nc2c1c(=O)n(C)c(=O)n2C	-2	0	-2	2	-7	-7	4	0	3	8
CCN(CC(=O)NC1CCS(=O)(=O)C1)S(=O)(=O)c1ccc(C)cc1C (stereo unspecified)	0	1	3	0	0	-3	-4	3	-3	-1
CCN(CC)Cc1c(O)c(Cl)cc2c(C)cc(=O)oc12	0	5	3	6	18	2	14	14	4	2
COc1ccc(C(=O)n2nc(C)cc2C)cc1Br	-1	-3	0	-5	-1	3	0	7	0	0
Cc1ccc(S(=O)(=O)CCSc2cccc(C(=O)O)c2)cc1	-2	0	0	2	5	-4	-2	0	15	1
COc1ccc(N(C(=O)c2ccco2)C(C(=O)NC2CCCC2)c2ccc(OC)c(OC)c2)cc1 (stereo unspecified)	2	-4	-5	-4	0	2	5	3	0	4
Cc1ccc(S(=O)(=O)N(CCC#N)CCN2CCCC2)cc1	0	3	0	2	-3	-9	14	5	-5	3
CC(=O)Nc1ccc(S(=O)(=O)Nc2ncccn2)cc1	5	3	4	-1	3	-2	-5	7	0	-2
CC(C)NC(=O)C1CC(=O)N(c2ccc(F)c(Cl)c2)C1 (stereo unspecified)	-1	0	9	1	-1	7	2	5	2	8
O=C(c1ccco1)c1cc2c(ccc3ccccc32)oc1=O	-3	6	7	3	-6	-2	0	5	-2	-8
Cc1ccc(S(=O)(=O)N[C@H](C(=O)N2CCC3(O)CCCCC3C2)c2ccccc2)cc1 (stereo partly specified)	5	-7	1	-3	-5	3	-6	1	-2	7
C=CCOc1ccc2c(OC)c3ccoc3nc2c1OC	0	-2	-3	-1	4	3	-7	0	2	-4
O=C(CC1OC(=O)c2ccccc21)NC1CCCCC1 (stereo unspecified)	2	11	0	0	3	-3	1	1	-1	3
COc1cccc(CC(O)CC2c3c(cc4c(c3OC)OCO4)CCN2C)c1 (stereo unspecified)	2	-13	-60	-7	-9	-3	6	1	-4	5
CCOC(=O)C=Cc1ccc(C(=O)OCC)[nH]1	-3	-1	2	0	1	-3	-4	0	-3	0
CCCn1nc(Oc2nc(N(C)C)nc(N(C)C)n2)ccc1=O	0	2	0	-6	4	-2	5	-2	-1	2
COc1ccc(-n2nc(C(=O)NCC(=O)N3CCOCC3)c3ccccc3c2=O)cc1OC	-1	-1	2	-3	0	-3	-3	0	3	-10
CCOC(=O)N1CCC(NC(=O)C2CCN(S(=O)(=O)c3cnc[nH]3)CC2)CC1	7	-3	5	2	0	2	-1	-2	-2	-5
COc1ccc(C(C(=O)NC2CCCC2)N(C(=O)Cc2cccs2)C2CC2)cc1OC (stereo unspecified)	2	4	-5	-8	0	2	-7	-1	4	3
COC(=O)c1ccc(N=NNc2ccccc2)cc1	-1	3	16	2	1	-3	-4	15	2	-1
Cc1cccc(C(=O)NNC2=CC(=O)CC(C)(C)C2)c1O	-4	4	1	-3	4	-1	-1	0	10	7
C=CCc1ccccc1OCC(O)Cn1ccnc1C (stereo unspecified)	0	2	4	-6	-8	-6	-1	3	0	-5
COc1cccc(-c2cc(C(=O)Nc3ccn(Cc4ccc(C)cc4)n3)no2)c1	-1	5	4	0	-15	7	-2	4	3	-2
COc1ccc(S(=O)(=O)NC(C)C)cc1C(=O)N1CCOCC1	5	-3	1	2	4	-1	-2	-7	-4	-4
Cc1nn(-c2ccccc2)c(Cl)c1/C=N/Nc1ccc(S(=O)(=O)Nc2ccccc2C(=O)O)cc1[N+](=O)[O-]	-5	3	-8	52*	6	-6	0	42*	-1	18*
O=C(Cn1nnc(N2CCCC2)n1)N/N=C/c1ccc(Cl)cc1	0	-9	-3	0	2	-5	5	11	0	9
Cc1ccc(C(=O)CN2C(=O)C(C)Oc3ccccc32)cc1 (stereo unspecified)	1	0	1	-4	-5	-3	2	1	5	0
Cc1c(C(=O)Nc2nc3ccccc3[nH]2)cccc1[N+](=O)[O-]	2	2	1	2	-3	4	0	-4	0	5
CCOC(=O)c1cnc2ccc(C)cn2c1=O	-1	1	-2	-1	1	-3	4	4	-6	4
O=C(COC(=O)c1cc2ccccc2o1)c1ccccc1	0	1	2	-1	-7	-3	-4	-8	-4	4
NC(=O)c1cc(N)ccc1N1CCCC1	1	-7	-8	29	25	-2	19	17	3	8
CCCCn1c(N)c(N(CC(C)C)C(=O)c2cccc(S(=O)(=O)N3CCN(C(C)=O)CC3)c2)c(=O)[nH]c1=O	-1	5	4	0	1	2	4	0	-1	0

High-throughput results deposited in PubChem by several laboratories.
